# SRC2 inh: inhibition of GAL4-SRC2 driven luciferase reporter, primary screen, SRC2 inhibitor project, cell-based, luminescence; Nuclear receptor coactivator 2 (Homo sapiens), Q15596; inhibition, % at 9 µM; hit rate 0.17% among 370,000; HEK293 GAL4-SRC2 luciferase reporter;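 active means inhibition above the mean inhibition of all tested compounds plus 3 SD, set per campaign, cut at about 52% in these data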;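 further: 0% = DMSO treated cells and 100% = cells given Gossypol at 36 µM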
# TLR9-MyD88 inh: inhibitors of TLR9-MyD88 association in cells, primary screen, cell-based, CHO, BLA complementation, fluorescence; inhibition, % at 4.98 µM; hit rate 0.21% among 340,000; Toll-like receptor 9 (Homo sapiens) + Myeloid differentiation primary response protein …; CCF4 FRET ratio;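 active means inhibition above the mean over all tested compounds plus 3 SD, cut at about 21% in these data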;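 further: 0% = DMSO only wells and 100% = clavulanate BLA inhibitor control wells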
# Target sequence (Q99836 whole entry, looked up): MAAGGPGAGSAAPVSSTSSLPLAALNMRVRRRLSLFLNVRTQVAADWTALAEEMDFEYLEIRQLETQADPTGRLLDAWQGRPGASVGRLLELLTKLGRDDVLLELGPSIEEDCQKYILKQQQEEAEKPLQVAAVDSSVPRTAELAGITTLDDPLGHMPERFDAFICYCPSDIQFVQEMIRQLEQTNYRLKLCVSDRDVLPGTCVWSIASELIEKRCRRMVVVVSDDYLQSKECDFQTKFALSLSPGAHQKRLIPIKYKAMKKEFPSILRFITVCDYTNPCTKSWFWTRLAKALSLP
# Target sequence (Q9NR96 whole entry, looked up): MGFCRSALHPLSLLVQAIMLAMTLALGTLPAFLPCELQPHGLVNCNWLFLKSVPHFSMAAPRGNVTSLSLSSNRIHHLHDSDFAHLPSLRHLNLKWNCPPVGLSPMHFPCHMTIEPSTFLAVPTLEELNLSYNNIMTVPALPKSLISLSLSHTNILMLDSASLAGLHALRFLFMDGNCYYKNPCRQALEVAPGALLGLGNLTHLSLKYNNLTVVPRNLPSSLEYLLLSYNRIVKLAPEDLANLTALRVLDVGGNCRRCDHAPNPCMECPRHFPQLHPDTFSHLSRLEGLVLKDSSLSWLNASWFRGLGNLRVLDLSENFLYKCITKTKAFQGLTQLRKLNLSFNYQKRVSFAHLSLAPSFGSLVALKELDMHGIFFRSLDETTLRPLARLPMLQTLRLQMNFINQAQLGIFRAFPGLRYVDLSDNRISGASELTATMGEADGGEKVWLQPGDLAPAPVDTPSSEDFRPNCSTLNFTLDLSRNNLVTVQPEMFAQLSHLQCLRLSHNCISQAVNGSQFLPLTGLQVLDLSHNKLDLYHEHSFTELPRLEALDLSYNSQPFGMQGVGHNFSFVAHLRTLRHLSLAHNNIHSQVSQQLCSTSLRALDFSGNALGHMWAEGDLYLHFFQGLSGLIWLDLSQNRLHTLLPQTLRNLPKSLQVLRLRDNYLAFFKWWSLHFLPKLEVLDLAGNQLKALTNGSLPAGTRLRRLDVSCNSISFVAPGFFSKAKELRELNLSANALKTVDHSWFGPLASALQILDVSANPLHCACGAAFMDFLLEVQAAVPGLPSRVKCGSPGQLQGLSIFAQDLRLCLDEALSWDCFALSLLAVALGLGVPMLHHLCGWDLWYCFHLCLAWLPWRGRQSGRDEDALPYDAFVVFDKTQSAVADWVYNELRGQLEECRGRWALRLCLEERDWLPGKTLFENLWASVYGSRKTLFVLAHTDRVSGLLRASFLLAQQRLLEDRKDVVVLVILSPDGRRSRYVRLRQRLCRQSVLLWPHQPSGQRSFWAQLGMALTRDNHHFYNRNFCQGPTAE
# SRC1 inh: SRC1 coactivator transcriptional activity inhibitors, primary screen, cell-based, luminescence; inhibition, % at 3.6 µM; hit rate 0.12% among 360,000; HEK293 GAL4-SRC1 luciferase reporter; AID 588354, 2011;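 active means inhibition above the campaign mean plus 3 SD, with each screening campaign given its own cutoff, cut at about 60% in these data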;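 further: 0% = DMSO treated cells and 100% = gossypol at 36 µM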
# EBV LMP1 NFkB: EBV LMP1-driven NF-kappaB luciferase reporter inhibitors, primary screen, cell-based, luminescence, single point; LMP1-induced NF-kappaB luciferase reporter cells; inhibition, % at 12.5 µM; hit rate 0.69% among 350,000; in the data active means inhibition above about 41%; inconclusive means no clear call, values can overlap the other calls;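 further: 0% = neutral control wells and 100% = reference inhibitor control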
# Vif imaging: HIV Vif self-association inhibitors, primary screen, imaging, HEK293T, single point; HEK293T cells, Vif self-association by quenched fluorescence, 24 h; inhibition, % at 7.49 µM; hit rate 0.35% among 340,000; in the data active means inhibition above about 50%, passing the limit was not always enough; inconclusive means no clear call, values can overlap the other calls; inactive means below about 31%; further: some results filed as inactive read as strong as hits
# TRAIL sens C8: viability loss with TRAIL in NB7+C8 cells, primary screen, TRAIL sensitizer project, cell-based, ATPlite luminescence. inhibition (viability loss, TRAIL sensitization), % at 10 µM. hit rate 1% among 360,000. AID 624354, 2012;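 active means compounds causing at least 50% loss of cell viability in the single-dose screen, relative to plate controls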
# NOD2-RIPK2 inh: NOD2-RIPK2 binding disruptors in cells, primary screen, fluorescence, CHO cells, BLA complementation; hit rate 0.38% among 360,000; inhibition, % at 4.98 µM; CCF4 ratio; AID 624267, 2012; Receptor-interacting serine/threonine-protein kinase 2 (Homo sapiens), O43353; in the data active means inhibition above about 21%;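 further: 0% = vehicle only and 100% = reference blocker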
# COUP-TFII inh: NR2F2 transcriptional activity inhibitors, primary screen, cell-based, luciferase reporter, HEK293T, luminescence; COUP transcription factor 2 (Homo sapiens), P24468; HEK293T NGFI-A luciferase reporter; inhibition, % at 8.6 µM; hit rate 0.7% among 370,000;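 active means inhibition above a per-plate cutoff, mean inhibition of test wells between control levels plus 3 SD, cut at about 38% in these data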;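 further: cells cotransfected with COUP-TFII expression vector driving the NGFI-A reporter; 0% = median of COUP-TF2 test wells and 100% = reporter-only cells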
# NCOA3 inh: SRC3 coactivator transcriptional activity inhibitors, primary screen, cell-based, luminescence | hit rate 0.17% among 360,000 | Nuclear receptor coactivator 3 (Homo sapiens), Q9Y6Q9 | inhibition, % at 3.6 µM | HEK293 GAL4-SRC3 luciferase reporter;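 active means inhibition above a per-campaign cutoff, the mean of all compounds plus 3 SD, cut at about 60% in these data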;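 further: 0% = DMSO-treated cells and 100% = gossypol-treated cells at 36 µM; higher means less SRC3-driven luciferase light from the GAL4 reporter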
# LRH-1 inv ag: LRH-1 (NR5A2) inverse agonists, primary screen, cell-based, luminescence, HEK293T, StAR-luciferase reporter | Nuclear receptor subfamily 5 group A member 2 (Homo sapiens), O00482 | LRH-1 transfected, 24 h | inhibition, % at 3.6 µM | hit rate 0.13% among 360,000 | AID 602396, 2012;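 active means inhibition above the mean inhibition of all tested compounds plus 3 SD, cut at about 73% in these data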;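 further: 0% = DMSO wells and 100% = reporter-only cells lacking LRH-1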
# TROY NFkB inh: inhibitors of TROY-driven NF-kB signaling, primary screen, Q293 LMP1-TROYcd cells, NF-kB luciferase, uHTS. Q293 LMP1-TROYcd NF-kB luciferase reporter, 4 h. inhibition, % at 10 µM. hit rate 0.98% among 360,000. AID 1347056, 2019;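 active means compounds whose plate-normalised and pattern-corrected inhibition of the luciferase reporter signal at the single screening dose is 50% or more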
# * marks the source's active call; other numbers are inactive results; u = inconclusive; x = no result given. This is a subset; rates above refer to the full screens.
Structure	SRC2 inh	TLR9-MyD88 inh	SRC1 inh	EBV LMP1 NFkB	Vif imaging	TRAIL sens C8	NOD2-RIPK2 inh	COUP-TFII inh	NCOA3 inh	LRH-1 inv ag	TROY NFkB inh
Cc1cc(C(=O)NCc2ccc(S(N)(=O)=O)cc2)cs1	-10	3	-30	-12	-18	12	6	-2	14	-11	10
Cc1ccc(NCC(=O)N/N=C/c2cccc(Oc3ccccc3)c2)cc1	5	-10	6	-5	-10	28	-6	-5	-4	-12	9
O=C(C[C@@H]1C/C=C\C[C@H](Cc2ccc(F)cc2)C(=O)OCCNC1=O)N[C@H](CO)Cc1ccccc1	9	5	-3	14	1	0	-6	6	3	8	-6
CCc1c(C)nc2c(-c3ccccc3)c(C)nn2c1Nc1ccc(NC(C)=O)cc1	-9	x	-3	6	-3	-3	-2	-12	25	-3	7
Cc1onc(-c2ccccc2)c1C(=O)N1CCc2ccccc21	14	6	-13	0	u	4	-1	7	18	1	8
Cc1cccc2c1CC(C)(C)NC2=C(C#N)C#N	3	0	-8	-5	-13	-3	-4	-10	15	13	-6
O=C(CCS(=O)(=O)c1ccccc1)Nc1nc2cc3c(cc2s1)OCO3	-19	14	-18	9	13	-9	-21	-15	16	13	2
COc1ccc(N(Cc2cc3cc(OC)ccc3[nH]c2=O)C(=O)C2CCCO2)cc1 (stereo not drawn)	-9	3	3	-5	x	-17	-12	-4	15	8	-11
CCCN=C(C)C1=C(O)c2ccccc2C1=O	-47	-1	-87	-12	-5	11	11	-3	-68	-76	-24
COc1ccc(CCNC(=S)N2CCN(S(=O)(=O)c3ccc(C)cc3)CC2)cc1	-19	-3	10	-7	-3	-4	0	-9	-4	13	-7
O=C(O)C1Cn2c(nc3c(c2=O)C2(CCCC2)Cc2ccccc2-3)S1 (stereo not drawn)	-13	3	-12	-6	-3	12	-7	8	12	-1	8
CCc1ccccc1Nc1nc(N)nc(CSc2nnnn2C)n1	22	-4	-12	-3	-1	-3	-3	11	-9	0	-5
O=C(NCC(c1ccco1)N1CCCC1)c1cccc(S(=O)(=O)N2CCOCC2)c1 (stereo not drawn)	-15	4	13	3	42	6	-14	15	13	5	7
COc1ccc2c(c1)CC1c3c(cc4c(c3-2)OCO4)CC[N+]1(C)[O-] (stereo not drawn)	-15	3	-1	-10	-4	-3	-2	-6	-13	12	-30
CCOC(=O)C1=C(COC(=O)CCS(=O)(=O)c2ccc(C)cc2)NC(=O)NC1C (stereo not drawn)	-32	3	2	-4	11	-3	3	-5	12	6	-41
CC1(C)C2CC=C(/C=N/NC(=O)c3ccccc3O)C1C2 (stereo not drawn)	-11	-9	-17	1	-4	-1	-9	-15	-24	-24	-40
COc1cc(C(=O)NCCC(=O)NCCCN2CCCCC2C)cc(OC)c1OC (stereo not drawn)	x	-8	-8	4	-2	-11	-3	x	-4	6	-6
O=C(CCS(=O)(=O)c1ccc2c(c1)NC(=O)CO2)NCCc1ccc(Cl)cc1	-15	1	-13	-1	2	-1	8	-7	-16	9	-10
CCSc1ccccc1C(=O)NCc1ccc(OC)cc1	-24	2	8	0	8	-13	-5	-3	2	-13	24
C[C@H](c1ccccc1)N1C[C@H](COCc2ccccc2)Oc2cc(N3CC[C@@H](N(C)C)C3)ccc2S1(=O)=O	2	x	x	x	x	6	-6	-6	x	-4	10
Cc1ccc(/C=C/C(=O)Nc2cc(S(=O)(=O)N3CCCCCC3)ccc2OCC(F)(F)F)o1	9	-1	10	9	3	27	-4	37	14	7	-15
CC(C)(C)NC(=O)CSc1nnc(C2CC2)n1-c1ccccc1	6	-2	-9	1	0	3	0	7	17	-2	8
O=C(CCCN1C(=O)c2cccnc2C1=O)Nc1ccc(F)cc1Cl	-2	-6	16	-5	-10	2	-3	6	-3	-5	16
O=C(NNc1ccccc1[N+](=O)[O-])Nc1cccc(Cl)c1	11	7	1	1	2	31	0	17	18	2	22
O=C(Nc1ccc(NC(=O)C2CC2)cn1)c1ccccc1Cl	-51	6	-21	3	7	7	0	-8	-14	-21	-38
NNC(=O)CNC(=O)c1ccc(F)cc1	16	8	11	-15	-2	1	7	12	8	8	1
O=C(N/N=C/c1cccc(O)c1)c1ccc(-n2cnnn2)cc1	6	-6	-21	-2	9	-20	-3	1	-29	-1	11
Cc1nn2c(=O)cc(COC(=O)c3c(F)cccc3Cl)nc2s1	-59	-5	-65	-15	x	0	0	-22	-73	-74	-36
CCOC(=O)C1CCCN(c2ncnc3c2cnn3-c2ccc(OC)cc2)C1 (stereo not drawn)	3	1	-19	7	10	-1	7	-33	-43	-71	-9
CN(Cc1ccccc1)c1ncnc2c1cnn2-c1ccccc1	x	-13	-84	-38	-4	28	-3	x	-94	-88	-3

# One compound at a time (already shown):
# `CCOC(=O)C1CCCN(c2ncnc3c2cnn3-c2ccc(OC)cc2)C1` (stereo not drawn) is listed with SRC2 inh = 3; TLR9-MyD88 inh = 1; SRC1 inh = -19; EBV LMP1 NFkB = 7; Vif imaging = 10; TRAIL sens C8 = -1; NOD2-RIPK2 inh = 7; COUP-TFII inh = -33; NCOA3 inh = -43; LRH-1 inv ag = -71; TROY NFkB inh = -9
# `COc1ccc(CCNC(=S)N2CCN(S(=O)(=O)c3ccc(C)cc3)CC2)cc1` is listed with SRC2 inh = -19; TLR9-MyD88 inh = -3; SRC1 inh = 10; EBV LMP1 NFkB = -7; Vif imaging = -3; TRAIL sens C8 = -4; NOD2-RIPK2 inh = 0; COUP-TFII inh = -9; NCOA3 inh = -4; LRH-1 inv ag = 13; TROY NFkB inh = -7

# The main list resumes; the 2 compounds before the break are reprinted first.
Structure	SRC2 inh	TLR9-MyD88 inh	SRC1 inh	EBV LMP1 NFkB	Vif imaging	TRAIL sens C8	NOD2-RIPK2 inh	COUP-TFII inh	NCOA3 inh	LRH-1 inv ag	TROY NFkB inh
CCOC(=O)C1CCCN(c2ncnc3c2cnn3-c2ccc(OC)cc2)C1 (stereo not drawn)	3	1	-19	7	10	-1	7	-33	-43	-71	-9
CN(Cc1ccccc1)c1ncnc2c1cnn2-c1ccccc1	x	-13	-84	-38	-4	28	-3	x	-94	-88	-3
CCC(=Nc1ccc(N)cc1)C1=C(O)C(C(=O)OC)C(C)(C)CC1=O (stereo not drawn)	-31	-3	-24	7	8	3	1	6	0	8	2
COC(=O)C1=C(C)N(Cc2ccco2)C(=O)N[C@@H]1c1ccccc1	5	-5	-2	1	-4	11	2	17	-16	-5	-1
OC[C@@H]1[C@@H](c2ccccc2)C(c2ccc(F)cc2)=NN1c1ccccc1	x	-8	6	-1	0	12	6	x	1	1	13
COc1cccc(CN2CCC(C(=O)N3CCN(c4ccccc4F)CC3)CC2)c1	8	6	9	4	-2	-3	-5	9	15	6	6
O=C(COC(=O)c1ccco1)NCc1cccs1	-11	-2	-10	-1	2	1	-4	0	7	0	-21
CCOc1ccccc1C(=O)Nc1ccsc1C(=O)OC	3	3	-5	14	-7	-10	5	0	12	34	10
COc1ccc(C(=O)NC(=S)NC(C)c2ccccc2)cc1 (stereo not drawn)	6	-4	-1	-15	0	17	-7	-4	-11	8	-26
CCOc1ccc2nc(SC(CC)C(=O)Nc3cc(C)on3)sc2c1 (stereo not drawn)	4	7	-16	-6	6	-25	-14	1	-17	3	-19
COc1ccc(C2=NN(C3=NN=C(N)Cc4ncnn43)C(O)(C(F)(F)F)C2)cc1 (stereo not drawn)	6	-2	6	-2	-4	7	-18	12	15	-8	6
C=CCNC(=O)c1onc(CSc2ccc(F)cc2)c1C(=O)O	2	3	3	-12	0	6	-14	-16	18	16	-9
O=C(NC(c1ccccc1)c1ccsc1)C1CCN(Cc2ccc(Oc3ccccc3)cc2)CC1 (stereo not drawn)	-10	x	5	x	x	-2	5	5	7	-12	28
COc1cc(C)c(COc2ncnc3ccccc23)cc1OC	1	7	-39	5	-6	-4	-6	-6	-28	-12	-2
Cc1cc(C(=O)O)ccc1-n1c(C)cc(/C=C2\SC(=O)NC2=O)c1C	11	8	5	-18	0	-9	8	-3	-14	-5	15
O=c1ccccn1CCOc1ccc(Cl)cc1	-8	-4	-8	0	-5	11	3	6	-8	-23	-3
COc1ccc(-n2nnnc2SCC(=O)c2ccc3c(c2)OCCO3)c(OC)c1	-11	-9	4	0	-7	-5	2	4	13	20	30
Cc1ccc(NC(N)=S)cc1	4	-1	9	-8	0	15	18	-12	14	2	-27
Cc1cc(C(=O)C(=O)O)c(C)n1-c1ccc(Cl)cc1	0	-7	-4	3	11	-1	-4	11	15	5	24
CCn1cc(SCC(=O)NCc2ccc3c(c2)OCO3)c2ccccc21	-1	-9	2	3	-5	-6	0	14	-9	-9	-5
C/C(=N\NS(=O)(=O)c1cccc([N+](=O)[O-])c1)c1cccnc1	-2	-1	-19	-9	-6	-14	0	-10	11	-3	3
O=C(Nc1c(Cl)cccc1Cl)c1cc(=O)n(Cc2ccccc2)c(=O)[nH]1	-8	-2	-9	4	u	-7	1	12	-16	-5	16
C=CCSc1nc(C)cc(C(=O)OCC)c1C#N	26	6	12	5	4	-8	3	3	19	-21	2
CCC(=O)Nc1ccc(C(=O)Nc2cccc(OC)c2)cc1	-42	-13	-26	-4	-2	11	0	-25	-33	-57	-24
COC(=O)C=C1CCC2C3CCC4=CC(=O)CCC4(C)C3C(=O)CC12C (stereo not drawn)	-1	3	3	-6	5	-13	-1	10	14	0	6
Cc1c(NS(=O)(=O)CC23CCC(CC2=O)C3(C)C)c(=O)n(-c2ccccc2)n1C (stereo not drawn)	-17	-3	-1	8	-3	-14	-4	6	0	13	7
O=C(COC(=O)c1ccc2ccccc2c1O)Nc1ccccc1	6	5	-9	2	3	-12	-6	6	-2	9	-17
Cc1ccc(S(=O)(=O)N2CCC(C(=O)OCC(=O)NC(C)c3ccc(F)cc3)CC2)cc1C (stereo not drawn)	-19	-8	-14	3	u	-12	-4	14	7	12	3
